Assay outcomes as filed in PubChem.
GLP-1R agonist: qHTS of GLP-1 Receptor Agonists; HEK293 GLP-1R CRE-luciferase, luminescence, 4-6 h; cells express a hypersensitive GLP-1R form; Potency, µM (series often up to 45.6 µM), for the others: at the top dose activation, usual class: activators; 0.007% of 380,000 active; Glucagon-like peptide 1 receptor (Homo sapiens), P43220; also: potency is read from the fitted curve at half-maximal effect; % of control where 0% means no effect
D3 antag: qHTS of D3 Dopamine Receptor Antagonist: qHTS; D(3) dopamine receptor (Homo sapiens), P35462; D3R cells, DiscoveRx beta-arrestin luminescence, antagonist mode; active compounds read low; max response, negative = inhibition, %; 2.5% of 360,000 active; in the data active = max response below about -50%; inconclusive = no clear call, values can overlap the other calls; also: % is scaled to controls: 0 for no effect and ±100 for the full control effect; mostly tested at two doses, the higher about 12 µM
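Cells plated overnight at 1500 cells/well, then exposed to library compounds with dopamine controls for 90 minutes at 37 degrees C. DiscoveRx reagent added for 30–60 minutes at room temperature; luminescence read, quantitative HTS format.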
IL-2 act: qHTS of IL-2 Activators | 0.065% of 360,000 active | AID 652025, 2013 | IL-2 activation reporter assay, cell-based qHTS; stimulated with anti-CD3/CD4/CD28 beads; in transgenic mouse T cells | activation, % (series mostly up to about 46 µM); in the data active = activation above about 50%; inconclusive = mostly about 30% to 49%; also: 0% is about no effect
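Using fluorescent plate cytometry, EGFP and DsRed are detected in transgenic mouse T cells stimulated 18 h at 37 degrees C with antibody-coated beads after 60 min compound pretreatment.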
GLP1R inv ag: qHTS of GLP-1 Receptor Inverse Agonists (Inhibition Mode) | Glucagon-like peptide 1 receptor (Homo sapiens), P43220 | HEK293 GLP-1R CRE-luciferase, luminescence, 24 h; GLP-1R form is constitutively active | Potency, µM (top dose mostly 38.3 µM), for the others: at the highest dose activity change, negative = inhibition, most hits filed as inhibitors | 1.6% of 410,000 active | AID 624417, 2012; also: potency is read from the fitted curve at half-maximal effect; % is scaled to controls: 0 for no effect and ±100 for the full control effect; nearly all actives have a fitted effect of over 55% in size
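HEK293 cells stably co-expressing constitutively active GLP-1R and a cAMP-responsive luciferase reporter were seeded in DMEM with 10% Nu serum, given compounds after 12 h, and incubated 24 h at 37 deg C. Luminescence was then read.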
D3 ag: qHTS of D3 Dopamine Receptor Agonist: qHTS. D(3) dopamine receptor (Homo sapiens), P35462. D3R DiscoveRx beta-arrestin cells, luminescence, 90 min. max activation, %. 0.58% of 410,000 active. AID 652048, 2013; in the data active = max activation above about 30%; also: 0% is about no effect; mostly tested at two doses, the higher about 12 µM
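Cells at 1500/well, incubated overnight, then treated with pinned compounds (dopamine as control) for 90 min at 37 degrees C. DiscoveRx reagent added for 30 - 60 minutes at room temperature; luminescence read.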
WRN inhibitor: qHTS for Inhibitors of WRN Helicase; Bifunctional 3'-5' exonuclease/ATP-dependent helicase WRN (Homo sapiens), Q14191; WRN helicase unwinding, fluorescent forked duplex, kinetic; Potency, µM (titrated, usually from 114 µM), without a hit: top-dose activity change, negative = inhibition, usual class: inhibitors; 0.46% of 360,000 active; AID 651768, 2012; also: potency is read from the fitted curve at half-maximal effect; % is scaled to controls: 0 for no effect and ±100 for the full control effect; nearly all actives have a fitted effect of over 55% in size
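WRN at 20 nM final preincubated with compound 15 min at room temperature; reaction started with 100 nM fluorophore/quencher forked duplex oligonucleotide and 2 mM ATP final. Unwinding followed kinetically by red fluorescence (ex 525, em 598 nm).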
PI5P4Ka inh: qHTS for Inhibitors of phosphatidylinositol 5-phosphate 4-kinase (PI5P4K) | Phosphatidylinositol 5-phosphate 4-kinase type-2 alpha (Homo sapiens), P48426 | PI5P4Kalpha enzyme, ADP-Glo luminescence, 60 min; active compounds read low | max response, % | 1.2% of 330,000 active; active = max response of -50% or lower; inconclusive = between -30% and -50%; inactive = -30% or higher; also: value at the top dose of about 77 µM; % is scaled to controls: 0 for no effect and ±100 for the full control effect
Target sequence (P48426 whole entry, looked up): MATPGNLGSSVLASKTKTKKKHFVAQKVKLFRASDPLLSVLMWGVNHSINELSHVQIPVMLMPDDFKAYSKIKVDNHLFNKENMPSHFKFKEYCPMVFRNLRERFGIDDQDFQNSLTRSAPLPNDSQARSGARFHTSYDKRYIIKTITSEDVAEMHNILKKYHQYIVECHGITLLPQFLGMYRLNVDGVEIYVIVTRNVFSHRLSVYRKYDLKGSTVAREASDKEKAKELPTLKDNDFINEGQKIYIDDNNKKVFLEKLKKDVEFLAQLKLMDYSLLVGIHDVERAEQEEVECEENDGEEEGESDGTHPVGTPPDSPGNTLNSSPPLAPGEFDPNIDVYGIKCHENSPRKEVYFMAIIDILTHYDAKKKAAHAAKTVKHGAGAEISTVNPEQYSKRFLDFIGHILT
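PI5P4Kalpha ADP-Glo assay; 5 microM ATP final; 60 min RT reaction; HEPES pH 7.4/EGTA/CHAPS, 5% DMSO; controls lacking substrate or enzyme; luminescent end-point.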
PLK1 PBD block: qHTS for Inhibitors of PLK1-PDB (polo-like kinase 1 - polo-box domain): Primary Screen. Plk1 PBD binding of FITC phosphopeptide, fluorescence polarization. 2.8% of 360,000 active. AID 720504, 2013. Potency, µM, without a hit: max response, negative = inhibition, actives largely listed as inhibitors; also: potency is read from the fitted curve at half-maximal effect; series mostly up to about 57 µM; % is scaled to controls: 0 for no effect and ±100 for the full control effect; nearly all actives have a fitted effect of over 65% in size
Target sequence (P53350 whole entry, looked up, the tested form may be a part): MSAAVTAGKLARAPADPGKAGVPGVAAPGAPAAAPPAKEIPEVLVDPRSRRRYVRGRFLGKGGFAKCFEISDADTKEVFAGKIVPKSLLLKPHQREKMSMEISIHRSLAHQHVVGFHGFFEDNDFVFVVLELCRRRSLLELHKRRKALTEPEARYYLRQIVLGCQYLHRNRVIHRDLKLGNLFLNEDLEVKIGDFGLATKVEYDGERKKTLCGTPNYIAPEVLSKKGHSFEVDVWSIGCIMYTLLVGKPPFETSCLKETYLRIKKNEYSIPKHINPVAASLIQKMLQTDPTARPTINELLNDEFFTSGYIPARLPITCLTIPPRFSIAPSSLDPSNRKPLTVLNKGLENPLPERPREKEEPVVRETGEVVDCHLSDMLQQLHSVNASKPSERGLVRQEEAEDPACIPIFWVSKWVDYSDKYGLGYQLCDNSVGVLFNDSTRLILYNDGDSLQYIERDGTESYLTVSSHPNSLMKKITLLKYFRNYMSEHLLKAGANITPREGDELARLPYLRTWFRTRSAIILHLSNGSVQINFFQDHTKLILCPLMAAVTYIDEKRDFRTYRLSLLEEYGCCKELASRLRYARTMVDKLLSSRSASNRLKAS
GLP1R cytotox: qHTS of GLP-1 Receptor Inverse Agonists: Cytotox Screen | 0.13% of 410,000 active | AID 624418, 2012 | HEK293 cAMP-luciferase reporter cells, luminescence, 24 h | Potency, µM (doses to about 38.3 µM), for the others: top-dose activity change, negative = inhibition, usual class: inhibitors;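 also: loss of luciferase light is scored as toxicity; potency is read from the fitted curve at half-maximal effect; % is scaled to controls: 0 for no effect and ±100 for the full control effect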
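Compound-treated cells are incubated 24 hr at 37 deg C under 5% CO2 after a 12 hour attachment period, then luciferase detection reagent is added and luminescence is measured following 12 min at room temperature; lowered signal indicates toxicity.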
Numbers without * were called inactive; ? = inconclusive; · = no result given; & = joins results of further samples; [ ] = another dose, or the depositor's remark. Unless noted, calls follow the shape of the dose curve; as a rule, active = well fitted curve in the direction sought with a large enough effect; inconclusive = small, poorly fitted or top-dose-only effect, or another doubt; inactive = no such curve, though single readings can be large; an effect the other way counts as inactive or inconclusive.

SMILES	GLP-1R agonist	D3 antag	IL-2 act	GLP1R inv ag	D3 ag	WRN inhibitor	PI5P4Ka inh	PLK1 PBD block	GLP1R cytotox
COc1ccc(C(=O)C[n+]2cn(C(F)F)c3ccccc32)c(F)c1	6%	-9	-5.8	?	1	?	?	13µM*	-1%
O=C(Cn1ncc2c1-c1ccccc1OC2)N1CCN(Cc2ccc3c(c2)OCO3)CC1	2%	-12	-4.3	?	-5	-5%	-2	-13%	1%
CCC(C)(C)c1ccc(OCCCC[n+]2ccc(C)cc2)c(C(C)(C)CC)c1	1%	1	-3.9	?	-3	-3%	-3	?	?
Cc1nn(-c2ccccc2)c(C)c1C(=O)OCc1ccc(C#N)cc1	17%	-17	-1.2	?	1	-1%	2	-15%	-2%
O=S(=O)(Nc1ccc(Cl)c(Cl)c1)N1CCOCC1	-2%	-1	3.0	?	4	10%	1	3%	7%
O=C(NC1CCCCC1)c1ccc(CNc2nc(=S)[nH]c3ccccc23)cc1	16%	-10	0.4	15%	2	-9%	-5	1%	3%
Cn1c(-c2ccc3ccccc3n2)[n+](C)c2ccccc21	1%	-3	-3.9	12%	3	-2%	2	-4%	2%
O=C(N/N=C\C=C\c1ccco1)c1cncc(Br)c1	5%	5	-0.6	8%	7	?	-53*	?	1%
Clc1ccc(-c2nnc(C3CCCCC3)o2)cc1	0%	12	-3.1	4%	-3	9%	-4	0%	-12%
CC(=O)OCCCNc1cc(Sc2nc3ccccc3s2)c2nonc2c1[N+](=O)[O-]	-1%	-78*	1.7	4%	-17	-20%	-16	2.1µM*	-4%
Cc1cc(C(C#N)c2ccccc2)n2ncnc2n1 (stereo not given)	0%	?	-2.5	10%	0	9%[57.1 µM]	-14	-16%	-1%
Nc1c(S(=O)(=O)c2ccccc2)c2nc3ccccc3nc2n1CCN1CCOCC1	-7%	-3	1.9	3%	1	-5%	5	-3%	2%
CC(=O)N1CCCc2cc(S(=O)(=O)NCc3ccc(C)cc3)ccc21	6%	104	0.0	-8%	3	-6%	3	-1%	-10%
CCOC1=C2[C@@H](CN(S(=O)(=O)c3ccc(C)cc3)[C@H]2c2ccc(CC)cc2)[C@H]2C(=O)N(c3ccccc3)C(=O)[C@H]2C1	6%	-1	-0.7	-4%	-11	-4%	-3	-5%	-13%
COc1cc(OC)cc(-n2c3nc4ccccc4nc3c3c(=O)n(CC4CCCO4)cnc32)c1 (stereo not given)	-6%	-2	-2.7	8%	1	5%	-1	-6%	11%
CC(=O)c1ccc(NC(=O)CSC2=Nc3ccccc3N=C(c3ccc(F)cc3)C2)cc1	0%	·	·	-8%	-3	·	·	·	-7%
CCNc1c([N+](=O)[O-])ncn1C	-13%	13	-0.7	1%	2	-3%	1	0%	-24%
O=C(c1ccc2nc[nH]c2c1)N1CCN(c2cccc(C(F)(F)F)c2)CC1	-8%	8	-0.7	-27%	6	-12%	-1	-3%	-2%
COCCN(CC(=O)Nc1ccccc1C(F)(F)F)C(=O)c1ccc(-n2cccn2)cc1	-1%	-5	-0.4	1%	-4	-1%	5	-3%	-2%
COc1ccc(N2C(=O)c3ccccc3NC2c2ccc(OC)c(CN3CCOCC3)c2)cc1 (stereo not given)	2%	-15	0.1	-7%	-10	4%	0	0%	3%
CCOC(=O)c1nc(Nc2ccccc2C)c2ccccc2n1	18%	21	-0.3	40%&26%[activator]	0&4	1%	-2	3%	-2%&-5%
Cc1ccc(C)c(N2CCN(C(=S)Nc3ccc4nc(N5CCN(C)CC5)cc(C)c4c3)CC2)c1	8%	?	-4.2	2.5µM*	-18	4%	-22	3%	-14%
COC(=O)CSc1nnc(-c2sc3ccccc3c2Cl)o1	11%	-7	-0.8	7%	-6	-4%[57.1 µM]	-1	-9%	5%
Cn1c(N)c(C(=O)/C=C/c2ccccc2)c(=O)[nH]c1=O	19%	-6	0.1	130%[activator]	1	-13%	-19	-5%	3%
Cc1ccc(S(=O)(=O)NNC(=O)C2CCN(Cc3ccccc3)CC2)cc1	-5%	-63*	-2.5	0%	-10	10%	-1	-6%	-31%
CCCCNC(=O)CC1N=C2c3ccccc3N=C(SCC(=O)Nc3cccc(OC)c3)N2C1=O (stereo not given)	-3%	-1	0.2	12%	2	2%	-3	1%	-6%
CCOC(=O)c1oc2cc(O)c(CC)cc2c(=O)c1-c1ccc2c(c1)OCCO2	14%	-5	-2.3	1%	1	1%	-13	-17%	-4%
CCOC(=O)c1c(-c2ccccc2)oc2ccc(OCC(=O)NN)cc12	11%	9	0.2	15%	6	-7%	18	1%	2%
COC(=O)c1ccc(N2CCN(C(=O)c3ccccc3)CC2)c(NC(C)=O)c1	4%	8	-0.2	7%	5	4%	-1	-9%	7%
Cc1ccccc1NC(=O)C1C(=O)Nc2ccccc2C(=O)N1Cc1ccccc1 (stereo not given)	·	1	1.5	1%	5	3%	1	-5%	-8%

One compound at a time (already shown).
Profile of COC(=O)c1ccc(N2CCN(C(=O)c3ccccc3)CC2)c(NC(C)=O)c1 → GLP-1R agonist = 4%; D3 antag = 8; IL-2 act = -0.2; GLP1R inv ag = 7%; D3 ag = 5; WRN inhibitor = 4%; PI5P4Ka inh = -1; PLK1 PBD block = -9%; GLP1R cytotox = 7%
Profile of CCOC(=O)c1oc2cc(O)c(CC)cc2c(=O)c1-c1ccc2c(c1)OCCO2 → GLP-1R agonist = 14%; D3 antag = -5; IL-2 act = -2.3; GLP1R inv ag = 1%; D3 ag = 1; WRN inhibitor = 1%; PI5P4Ka inh = -13; PLK1 PBD block = -17%; GLP1R cytotox = -4%

New compounds follow.
SMILES	GLP-1R agonist	D3 antag	IL-2 act	GLP1R inv ag	D3 ag	WRN inhibitor	PI5P4Ka inh	PLK1 PBD block	GLP1R cytotox
CCOc1ccccc1C(=O)NCCc1cnc[nH]1	2%	-8	-2.5	6%	-4	5%	3	-17%	-6%
O=C(N/N=C/c1ccc(OC(F)F)cc1OC(F)F)NC1CCCCC1	23%	4	-3.2	4.5µM*	9	-7%	3	-5%	-8%
COc1cccc(C(=O)NCCCNC(=O)c2cccnc2)c1	7%	0	0.4	7%	3	-23%	1	-1%	17%
O=C(CS(=O)(=O)c1ccc2ccccc2c1)Nc1ccccc1Cl	-2%	-3	0.3	4%	3	-8%	6	-1%	-2%
CCCNC(=O)c1onc(CSc2ccc(F)cc2)c1C(=O)NCC1CC1	8%	19	0.0	?	6	-8%	0	-4%	4%
COc1ccc(CCNC(=O)CCNC(=O)c2ccc([N+](=O)[O-])cc2)cc1	6%	-12	-1.0	2%	-5	11%	0	4%	1%
O=C(NCc1ccccn1)c1ccc(CNS(=O)(=O)c2cccc(Cl)c2)cc1	-7%	-6	0.9	0%	-1	-35%[57.1 µM]	-9	-6%	-11%
NC(=O)CC[C@H](NC(=O)c1ccc(F)cc1)C(=O)OCC(=O)Nc1c(F)c(F)c(F)c(F)c1F	-9%	11	-2.9	4%	-3	1%	13	-1%	-3%
COc1ccc(NC(=O)COc2nc3ccccc3nc2N2CCOCC2)c(OC)c1	26%	-12	-0.8	7%	-10	-5%[57.1 µM]	-8	-13%	-2%
COc1cccc(CNC(=O)c2cccnc2Sc2ccc(C)cc2C)c1	31%	-4	-1.9	21%	7	0%	9	-8%	-5%
CCCCS(=O)(=O)CC(COc1ccccc1)OC(=O)c1ccccc1 (stereo not given)	-1%	22	-0.1	?	5	-4%	-5	-1%	-3%
CCOC(=O)C1CCCN(C(=O)c2ccc3c(=O)n(Cc4ccccc4OC)c(=S)[nH]c3c2)C1 (stereo not given)	-1%	0	-2.2	?	-2	-13%	-6	-5%	-20%
COCCNC(=O)c1ccc(Cn2c(=S)[nH]c3cc4c(cc3c2=O)OCO4)cc1	-8%	-27	-0.4	2%	-1	9%	5	-1%	13%
CCCc1ccc(Oc2cn[nH]c2-c2ccc(O)cc2O)cc1	7%	-3	0.4	0%	1	-13%	·	-9%	9%
Cc1cc(/C=C2\NC(=O)N(Cc3ccc(Cl)cc3)C2=O)c(C)n1C	14%	-13	-0.5	15%	-7	12%	-12	-2%	0%
CN=C(c1ccccc1)c1c(C)cccc1C	-1%	5	-0.6	12%	1	-19%	3	-2%	-8%
C=CCNC(=S)Nc1c(N)n(C)c(=O)n(C)c1=O	5%	-12	-4.4	-4%	-7	-16%	0	-16%	?
COP(=O)(OC)c1nc(-c2ccccc2)oc1NCc1ccccc1	16%	5	13	-4%	-18	1%	-4	-11%	2%
Cc1nnc(NC(=O)CCSc2ccccc2)s1	29%	12	0.6	0%	8	-1%	·	2%	4%
O=C(N/N=C/c1c(O)ccc2ccccc12)c1ccc(CO)nc1	-5%	21	-4.8	?	10	-15%[57.1 µM]	1	38%[activator]	97%[activator]
COCC(=O)Nc1nnc(Cc2ccc(OC)cc2)s1	36%	?	-1.0	5%	-2	-7%	0	-2%	71%[activator]
COc1ccc(NC(=O)C2Cc3c(-c4ccc(NC(C)=O)cc4)ccnc3O2)cc1OC (stereo not given)	-2%	4	0.3	23%	3	1%[57.1 µM]	-3	0%	-7%
COc1ccccc1NS(=O)(=O)c1cc(C(=O)NCC(C)(C)N2CCOCC2)ccc1C	3%	-5	2.4	?	-1	-9%	5	9%	16%
CCCC#Cc1cnc2c(c1)C(=O)N([C@H](C)CO)C[C@@H](C)[C@H](CN(C)S(=O)(=O)c1cccc(OC)c1)O2	9%	-6	-3.9	?	-13	-4%	2	-9%	-20%
CCCCC[C@@H](C)N1C[C@H](COCc2ccccc2)Oc2cc(N3CCC[C@H]3CO)ccc2S1(=O)=O	-2%	-6	-0.3	?	5	4%	-1	-2%	-6%
